hgDAF12 agonist = H. glycines DAF-12 receptor agonists, primary screen, cell-based, luminescence, HEK293, GAL4 fusion, UAS-luciferase; AID 687014, 2013; activation, % at 6.8 µM; hit rate 1.8% among 370,000; HEK293 GAL4-hgDAF12 UAS-luciferase reporter, agonist luminescence; normalized to butyrate control; Nuclear hormone receptor DAF-12 (Heterodera glycines), GAL4 fusion;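 active = activation above a cutoff set at the mean of all screened compounds plus 3 SD, cut at about 10% in these data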;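 note: 0% = DMSO wells and 100% = sodium butyrate wells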
SMARCA2 act = SMARCA2 (BRM) function activators, primary screen, cell-based, luminescence, high throughput | MG213 cells, MMTV-luciferase reporter, dexamethasone, overnight | activation, % at 9.1 µM | hit rate 1% among 370,000; in the data active = activation above about 7.8%;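 note: 0% = vehicle wells and 100% = reference activator wells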
PLC-beta3 inh = human PLC-beta3 inhibitors, primary screen, biochemical, fluorescence; Purified PLC-beta3, fluorogenic substrate; inhibition, % at 12.2 µM; hit rate 0.18% among 370,000; in the data active = inhibition above about 11%;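 note: 0% = median of compound wells on plate and 100% = full blocker control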
MBD2 DNA inh = inhibitors of MBD2 binding to methylated DNA, primary screen, biochemical, TR-FRET, DNA-binding domain, human | MBD2 binding to methylated oligonucleotide | inhibition, % at 4.4 µM | Methyl-CpG-binding domain protein 2 (Homo sapiens), Q9UBB5 | hit rate 0.31% among 370,000; in the data active = inhibition above about 13%
DAX1 inh-1 = DAX1 (NR0B1) inhibitors, primary screen, cell-based, HEK293, Gal4-DAX1, luciferase luminescence. hit rate 0.99% among 340,000. Nuclear receptor subfamily 0 group B member 1 (Homo sapiens), P51843. inhibition, % at 6.75 µM. AID 504766, 2011. HEK293 Gal4-DAX1 luciferase reporter;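 active = inhibition above the mean over all tested compounds plus 3 SD, cut at about 4.2% in these data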;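 note: 0% = DAX1-transfected cells with DMSO and 100% = empty-vector control cells with DMSO; inhibition shows as a rise in luminescence from relieved DAX1 repression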
DAX1 inh-2 = DAX1 (NR0B1) inhibitors on StAR promoter, primary screen, cell-based, luminescence, SF-1 (NR5A1), full-length DAX-1; hit rate 1.1% among 370,000; inhibition, % at 6.8 µM; HEK293T StAR-luciferase reporter, SF-1/DAX-1 repression relief; AID 652010, 2013;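 active = inhibition above the mean over all tested compounds plus 3 SD, cut at about 3.6% in these data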;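 note: 0% = DAX-1 cells with DMSO and 100% = cells lacking DAX-1 with DMSO; higher inhibition means more luminescence from relief of DAX-1 repression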
ssDAF-12 act = S. stercoralis DAF-12 nuclear receptor activators, primary screen, cell-based, luminescence, HEK293, GRIP1 co-expression, lit1-tk-luc | HEK293 ssDAF-12/GRIP1 lit1-tk-luc reporter; % of 3 µM dafachronic acid response | hit rate 1% among 370,000 | activation, % at 6.8 µM;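 active = activation above the mean over all tested compounds plus 3 SD, cut at about 0.9% in these data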;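 note: 0% = DMSO-only wells and 100% = 3 µM delta7-dafachronic acid wells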
Rev-erbA mod = modulators of Rev-erb alpha DNA binding, primary screen, biochemical, FITC-DNA, fluorescence polarization, uHTS; AID 1259318, 2017; hit rate 0.79% among 370,000; Nuclear receptor subfamily 1 group D member 1 (Homo sapiens), P20393; Rev-erbα–FITC-DNA binding, 90 min; activity, % at 10 µM;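 active = activity above about 14%, limit read from the data; passing the limit was not always enough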;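 note: 0% = DMSO wells with 35 nM protein and 100% = DMSO wells with 750 nM protein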
ADAM17 inh = ADAM17 inhibitors, primary screen, biochemical, QFRET; Disintegrin and metalloproteinase domain-containing protein 17 (Homo sapiens), P78536; recombinant ADAM17, EDANS/DABCYL FRET peptide cleavage; inhibition, % at 6.95 µM; hit rate 0.83% among 370,000;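 active = inhibition above the mean of compounds lying between control limits plus 3 SD, set per campaign, cut at about 8.5% in these data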;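 note: 0% = DMSO-only wells as the low control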
PLCg1 inh = PLC-gamma1 enzyme inhibitors, primary screen, biochemical, fluorescence, purified enzyme; 1-phosphatidylinositol 4,5-bisphosphate phosphodiesterase gamma-1 (Homo sapiens), P19174; fluorogenic substrate; inhibition, % at 12.2 µM; hit rate 0.84% among 370,000; in the data active = inhibition above about 9.5%
Target sequence (P19174 whole entry, looked up): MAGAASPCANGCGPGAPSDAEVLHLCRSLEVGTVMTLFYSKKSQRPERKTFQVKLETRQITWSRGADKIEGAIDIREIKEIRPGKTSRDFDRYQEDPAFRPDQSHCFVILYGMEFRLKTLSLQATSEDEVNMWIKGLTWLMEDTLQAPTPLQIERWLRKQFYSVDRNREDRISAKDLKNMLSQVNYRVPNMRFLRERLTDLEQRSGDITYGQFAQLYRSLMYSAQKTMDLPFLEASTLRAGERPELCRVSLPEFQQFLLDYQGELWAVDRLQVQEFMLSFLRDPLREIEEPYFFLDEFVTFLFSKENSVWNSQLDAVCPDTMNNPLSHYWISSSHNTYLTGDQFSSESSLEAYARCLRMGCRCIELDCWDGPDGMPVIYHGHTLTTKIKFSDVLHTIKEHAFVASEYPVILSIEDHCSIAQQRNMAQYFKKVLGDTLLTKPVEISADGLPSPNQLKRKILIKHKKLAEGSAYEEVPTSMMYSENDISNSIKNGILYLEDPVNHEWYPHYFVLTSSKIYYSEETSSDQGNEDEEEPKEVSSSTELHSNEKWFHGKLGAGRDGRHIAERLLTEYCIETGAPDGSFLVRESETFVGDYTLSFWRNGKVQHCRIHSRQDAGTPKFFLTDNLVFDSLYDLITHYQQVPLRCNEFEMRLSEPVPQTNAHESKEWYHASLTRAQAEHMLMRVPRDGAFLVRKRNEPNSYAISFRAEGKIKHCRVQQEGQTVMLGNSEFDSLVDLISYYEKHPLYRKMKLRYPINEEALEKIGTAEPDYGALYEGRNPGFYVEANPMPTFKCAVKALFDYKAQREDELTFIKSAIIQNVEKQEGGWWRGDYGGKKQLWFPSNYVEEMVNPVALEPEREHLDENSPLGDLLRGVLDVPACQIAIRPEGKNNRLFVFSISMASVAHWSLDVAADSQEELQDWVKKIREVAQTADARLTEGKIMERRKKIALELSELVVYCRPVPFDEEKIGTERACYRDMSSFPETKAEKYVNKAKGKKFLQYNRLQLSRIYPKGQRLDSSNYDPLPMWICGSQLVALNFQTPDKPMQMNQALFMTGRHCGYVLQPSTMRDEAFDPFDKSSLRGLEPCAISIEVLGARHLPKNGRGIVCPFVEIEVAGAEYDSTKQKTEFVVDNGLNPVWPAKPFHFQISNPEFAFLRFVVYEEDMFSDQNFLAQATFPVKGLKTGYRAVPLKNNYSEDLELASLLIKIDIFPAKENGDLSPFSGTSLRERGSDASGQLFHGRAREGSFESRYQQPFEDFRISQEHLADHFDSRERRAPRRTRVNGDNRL
hcDAF12 agonist = H. contortus DAF-12 nuclear receptor activators, primary screen, cell-based, luminescence, HEK293, lit1-tk-luc reporter. HEK293 hcDAF-12 lit1-tk-luc reporter; 0% DMSO, 100% Δ7-dafachronic acid. activation, % at 6.8 µM. hit rate 1.4% among 370,000;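 active = activation above the mean of all tested compounds plus 3 SD, cut at about 5.5% in these data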;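 note: 100% = response to 3 µM Δ7-dafachronic acid high control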
Active calls of the source: *; x = no result given.

SMILES,hgDAF12 agonist,SMARCA2 act,PLC-beta3 inh,MBD2 DNA inh,DAX1 inh-1,DAX1 inh-2,ssDAF-12 act,Rev-erbA mod,ADAM17 inh,PLCg1 inh,hcDAF12 agonist
COc1c(C)cc(Br)cc1C(=O)Nc1cccc(-c2nc3ncccc3o2)c1,2.1,-1,-6,0,-0.8,-0.5,-1.7,-1,-1,-4,-0.7
O=C(CNC(=S)N(CCCN1CCOCC1)Cc1cccs1)NC1CCCC1,-0.4,-1,-6,-1,0.6,0.9,-1.3,2,-1,0,-0.9
Cc1c(C(=O)N(Cc2nccn2C)C(C)C)oc2c(F)cccc12,0.3,-1,-5,0,-0.3,-0.3,-1.1,-1,-1,0,-2.2
CC(C)(C)N1OC2CC1c1nc3ccccc3n1C2 (stereo not drawn),0.5,-2,-2,1,0.6,0.3,-1.1,-4,-8,-3,0.7
COc1ccc(-c2ccccc2NC(=O)C2CCCN(Cc3ccco3)C2)cc1 (stereo not drawn),2.8,-1,-10,9,0.1,-0.8,-0.7,-1,-4,-3,0.5
COc1ccc(CCNC2CC(=O)N(C3CCCCC3)C2=O)cc1OC (stereo not drawn),-1.3,1,-6,8,1.3,-0.6,-1.0,1,-3,4,-1.9
Cc1[nH]c2ccccc2c1CN1CCC(CO)(Cc2ccccc2)CC1,0.7,-1,2,0,0.3,-0.3,-0.6,1,0,1,-1.0
C=CCn1c(Cc2cccc3ccccc23)n[nH]c1=S,-2.4,-2,2,-2,0.3,0.0,-1.3,9,5,4,-0.8
CCN1CCN(C(=O)c2cc(COc3c(C)cccc3C)on2)CC1,1.7,3,-5,-6,-0.3,0.2,-1.4,-2,0,-1,0.1
Cc1ccc(C23CC4CC(CC(CC(=O)NC(C)(C)CO)(C4)C2)C3)cc1,2.1,-1,-2,4,1.1,-0.2,-1.5,1,-1,4,1.4
CCc1ccc(NS(=O)(=O)c2cc3c4c(c2)CCN4C(=O)CC3)cc1,0.5,-1,-3,2,0.3,1.1,-0.9,1,-4,0,-0.5
CC1CCCCN1C(=O)Cn1c(=O)n(C2CCCCC2)c(=O)c2ccccc21 (stereo not drawn),3.4,-1,0,1,0.3,0.0,-1.4,-3,-2,1,-0.2

Part of the list above in order of length of the SMILES, highest first.
SMILES,hgDAF12 agonist,SMARCA2 act,PLC-beta3 inh,MBD2 DNA inh,DAX1 inh-1,DAX1 inh-2,ssDAF-12 act,Rev-erbA mod,ADAM17 inh,PLCg1 inh,hcDAF12 agonist
COc1c(C)cc(Br)cc1C(=O)Nc1cccc(-c2nc3ncccc3o2)c1,2.1,-1,-6,0,-0.8,-0.5,-1.7,-1,-1,-4,-0.7
CCc1ccc(NS(=O)(=O)c2cc3c4c(c2)CCN4C(=O)CC3)cc1,0.5,-1,-3,2,0.3,1.1,-0.9,1,-4,0,-0.5
CCN1CCN(C(=O)c2cc(COc3c(C)cccc3C)on2)CC1,1.7,3,-5,-6,-0.3,0.2,-1.4,-2,0,-1,0.1

(continued)
SMILES,hgDAF12 agonist,SMARCA2 act,PLC-beta3 inh,MBD2 DNA inh,DAX1 inh-1,DAX1 inh-2,ssDAF-12 act,Rev-erbA mod,ADAM17 inh,PLCg1 inh,hcDAF12 agonist
O=C(Cc1ccc2c(c1)OCCO2)c1c(O)cc(O)cc1O,2.8,1,-3,2,-1.8,0.7,-0.9,-1,2,-6,2.3
CC1(C)CC(=O)C(C=NCCN2CCN(CCCCS(=O)(=O)O)CC2)=C(O)C1,2.0,2,3,-8,2.5,0.6,-0.3,3,1,0,-0.4
CCCCC(=O)N(C)c1c(CC)nc2c(OCc3ccc(C(F)(F)F)cc3)cccn12,-4.0,-3,-1,1,x,-2.0,-1.1,1,1,0,-2.6
COc1cc(CCC(=O)OCC(=O)Nc2ccccc2OC(F)F)cc(OC)c1OC,1.4,4,3,1,1.1,-0.1,-1.4,-4,3,-1,-0.9
COC(=O)c1ccc(COc2ccc(/C=N/O)cc2)o1,2.5,0,-12,-2,1.6,-0.3,-1.7,1,-10,-1,1.8
COc1cc(O)c(C(CCN2CCCC(C)C2)c2cc(OC)c(OC)c(OC)c2)c(OC)c1 (stereo not drawn),-0.3,-1,0,-2,0.5,-0.5,-1.2,2,-4,1,-0.8
CC[C@@H]1CC=C[C@H]2[C@H]1C(=O)N(Cc1ccccc1)[C@H]2c1ccc(OC)c(Cl)c1,-0.5,1,-3,-3,0.1,-0.1,-0.9,0,3,-2,-0.7
COC(=O)C1=C(C)NC(=S)NC1c1cccc(OC)c1 (stereo not drawn),-1.7,0,2,-4,x,0.3,-0.3,-7,-1,0,-0.6
Nn1c(SCc2ccc(Br)cc2)nnc1-c1ccncc1,-4.0,-4,-8,1,-2.3,-0.6,-2.2,-2,-7,0,-1.4
Nc1[nH]c(C(=O)c2ccc(Br)cc2)c(-c2c(F)cccc2F)c1C(=O)NCCc1c[nH]c2ccccc12,3.6,-3,-34,1,x,-1.2,0.1,5,4,-28,1.0
O=C(c1ccc(Cl)cc1)N1CCC(O)(CSc2ccc(Cl)cc2Cl)CC1,-1.7,1,-2,1,0.9,0.4,-1.2,1,9.4*,5,-0.9
CCOc1ccc(C(Nc2ccc(C)cc2)P2(=O)OCCC(C)O2)cc1 (stereo not drawn),1.6,2,-1,1,0.4,0.3,-1.3,0,-2,0,-1.9

More structures follow:
SMILES	hgDAF12 agonist	SMARCA2 act	PLC-beta3 inh	MBD2 DNA inh	DAX1 inh-1	DAX1 inh-2	ssDAF-12 act	Rev-erbA mod	ADAM17 inh	PLCg1 inh	hcDAF12 agonist
O=C(C[n+]1cc(-c2ccccc2)n2c1CCC2)Nc1nc(-c2ccc(F)cc2)cs1	-0.7	-1	0	-2	0.3	0.4	-1.3	-2	1	4	-0.7
O=C1NN(c2ccccc2)C(=O)/C1=C\c1cccc(OC(=O)c2cccs2)c1	-0.1	2	-3	-6	-0.4	0.4	-1.0	4	2	-1	1.5
O=S(=O)(NC1C2CC3CC(C2)CC1C3)c1ccc(F)cc1 (stereo not drawn)	-2.4	0	-1	7	-0.9	-0.3	-0.9	3	-2	5	-2.0
CCOc1cc(/C=C2\SC(=S)N(C(C(=O)O)c3ccccc3)C2=O)ccc1O (stereo not drawn)	4.2	-4	-102	-11	-0.3	0.2	-1.4	5	-4	-69	0.0
S=C(NCCc1ccccc1)NCC1CCCO1 (stereo not drawn)	3.7	8	4	-3	2.6	0.1	-0.7	-2	5	2	-1.1
COc1cccc(N=CNc2cccc(OC)c2)c1	9.4	3	-9	-4	0.7	4.7*	0.3	4	-1	-1	1.7
CCN(CC)CCN(C(=O)c1ccc(Br)s1)c1nc2cc3c(cc2s1)OCO3	0.2	0	-6	-2	3.2	0.0	-0.2	10	-3	3	-1.2
COc1ccc(-n2c(SCC(=O)c3ccc4ccccc4c3)nnc2-c2ccccc2)cc1	0.1	-4	-3	-2	x	-0.7	-0.9	2	2	0	-3.3
CCOc1ccc(OCCC(=O)N2CCN(S(=O)(=O)c3ccc(OCC)cc3)CC2)cc1	0.9	-1	-1	-2	1.2	-0.8	-1.0	2	-7	-2	-0.1
Cc1cc(C(F)(F)F)c2c(C)nn(CCc3nn[nH]n3)c2n1	-0.1	0	-42	0	1.2	0.3	-1.1	-2	-47	-29	-2.2
O=C(Nc1cccc(F)c1)C1CCN(S(=O)(=O)c2cccc3nonc23)CC1	0.4	1	-5	-4	0.8	-0.3	-1.7	-6	4	-1	-1.8
C=CCn1c(-c2cc(OC)cc(OC)c2)n[nH]c1=S	1.2	-1	-1	6	-0.1	0.7	-1.0	4	-6	-2	-0.9
CC(CC(C)C(=O)N1CCOCCN(C(=O)C(C)CC(C)C(=O)O)CCOCC1)C(=O)O (stereo not drawn)	0.4	-2	0	0	0.6	0.1	-0.4	1	-6	-1	-2.7
CCOc1ccc2oc(=O)cc(C)c2c1	0.8	1	-102	-5	1.4	-0.3	-0.9	-2	-73	-80	-0.3
CC(C)C(=O)Nc1sc2c(c1C#N)CCCCC2	2.5	12*	-13	-2	-0.7	-0.7	-0.9	-4	-1	-7	-1.5
CCCCNC(=O)C1(C)CCCCN1C(=O)c1cc2ccccc2s1 (stereo not drawn)	-0.7	-3	13*	-6	x	-1.0	-1.7	-8	1	5	-1.1
O=C(NC1CCCCCC1)c1ccc(S(=O)(=O)NCc2ccco2)cc1	0.2	1	2	1	-0.2	0.4	-1.2	1	-1	1	-0.5
CS(=O)(=O)N(CCC(=O)O)Cc1ccccc1	4.7	1	-1	4	1.8	0.5	-1.2	-5	0	3	-0.5
COc1cc(OC)c(C(=O)NC23CC4CC(CC(C4)C2)C3)cc1OC	0.0	0	-3	1	2.4	-0.6	-0.8	-5	-2	3	-2.2
CCCOc1ccc(Br)cc1/C=N/O	0.0	0	3	-2	3.2	-0.8	-0.9	1	3	2	-0.8
CCOC(=O)C(C)OC(=O)C1=C(C)NC(=O)NC1c1ccc2c(c1)OCO2 (stereo not drawn)	-0.1	-2	-6	5	2.4	-0.8	0.0	-5	0	0	-1.8
CC(C)(C)c1cc(C(=O)NCc2ccco2)ccn1	0.6	-1	-2	1	0.3	-0.8	-1.4	0	-2	1	0.4
CC(C)(C)OC(=O)N(CCc1ccccc1)Cc1cccc(OCc2cccc(NC(=O)/C=C/c3ccccc3)c2)c1	-1.1	2	1	-1	-0.9	1.9	-0.8	7	-2	2	-0.4
Cc1ccc(-c2nn(-c3ccccc3)cc2/C=C2\SC(=S)N(CCCCCC(=O)O)C2=O)o1	2.5	-2	-54	13	0.1	0.5	-0.4	-2	-11	-22	0.8
CC(C)CCC1(C)NC(=O)N(CC(=O)c2ccc[nH]2)C1=O (stereo not drawn)	-1.7	-5	-13	5	0.0	2.8	-0.2	-5	-6	-12	0.5

Screening data (PubChem)
